NPSR antagonist – antagonists of human neuropeptide S receptor cAMP signaling | Q6W5P4 | AID 1461 | 1% of 220,000 active | Potency, µM (titrated, usually from 38.3 µM), without a hit: top-dose activity change, negative = inhibition, usual class: inhibitors | CHO-NPSR cells, cAMP TR-FRET, antagonist mode; also: % is scaled to controls: 0 for no effect and ±100 for the full control effect; nearly all actives have a fitted effect of over 50% in size; many of its hits are not listed in these tables
Tau fluor cs – counter-screen for tau fibril formation inhibitors | 0.93% of 280,000 active | Potency, µM (top dose mostly 57.7 µM), for inactives: top-dose activity change, negative = decrease | tau K18 P301L (four-repeat tau fragment) Alexa594 fluorescence, heparin fibrillization | AID 1463; also: % is scaled to controls: 0 for no effect and ±100 for the full control effect; nearly all actives have a fitted effect of over 55% in size
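Human K18 P301L tau (15 uM unlabeled plus 0.24 uM Alexa 594-labeled, final) in 100 mM sodium acetate pH 7 was mixed with compound and 20 uM heparin and incubated 6 hr at 37 C.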
Epigenetic derep – regulators of epigenetic silencing causing reporter derepression in mouse cells | murine LDR cells, GFP reporter derepression, 30 h | Potency, µM (top dose mostly 53.9 µM), without a hit: at the highest dose GFP activation, actives largely listed as activators | AID 1865 | 0.2% of 280,000 active; also: % of control where 0% means no effect; nearly all actives have a fitted effect of over 60% in size
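Derepression of a silenced CMV-GFP reporter in murine LDR cells is scored by enumerating GFP-positive cells with a laser-scanning microplate cytometer after 30 hours of treatment at 37 C.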
ALDH1A1 block – blocks purified human ALDH1A1 activity | P00352 | Purified ALDH1A1, NADH fluorescence, propionaldehyde substrate | Potency, µM (doses to about 75.3 µM), for inactives: at the top dose activity, negative = inhibition, actives largely listed as inhibitors | 7.3% of 220,000 active | AID 1030; active = well fitted inhibition curve with a large enough effect, not every such curve was filed as active; inconclusive = small, poorly fitted or top-dose-only effect, or another doubt; inactive = no such curve, though single readings can be large or run the other way;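 also: plate controls were no enzyme wells and a reference inhibitor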
Target sequence (P00352 whole entry, looked up): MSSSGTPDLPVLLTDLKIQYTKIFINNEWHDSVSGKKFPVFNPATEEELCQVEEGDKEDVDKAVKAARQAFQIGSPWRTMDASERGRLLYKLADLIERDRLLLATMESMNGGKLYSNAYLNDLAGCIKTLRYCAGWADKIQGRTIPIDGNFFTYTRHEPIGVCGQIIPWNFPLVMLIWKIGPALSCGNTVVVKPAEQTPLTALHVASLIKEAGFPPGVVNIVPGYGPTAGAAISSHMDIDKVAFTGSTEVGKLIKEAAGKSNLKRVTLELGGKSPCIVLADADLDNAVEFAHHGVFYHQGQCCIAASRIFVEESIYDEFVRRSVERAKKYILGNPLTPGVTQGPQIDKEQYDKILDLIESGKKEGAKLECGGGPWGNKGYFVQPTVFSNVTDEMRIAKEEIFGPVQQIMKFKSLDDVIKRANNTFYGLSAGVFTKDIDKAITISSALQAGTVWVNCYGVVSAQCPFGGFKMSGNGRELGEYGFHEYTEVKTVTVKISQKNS
GAA inh – inhibitors of human lysosomal alpha-glucosidase | purified human GAA, 4-MU-alpha-glucoside fluorescence | Potency, µM (top dose mostly 76.9 µM), for inactives: at the top dose activity change, negative = inhibition, actives largely listed as inhibitors | 0.005% of 200,000 active;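 also: plate controls were uninhibited enzyme wells for no effect and no-enzyme background for full effect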
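Compounds are titrated up to 77 uM against 4 nM human enzyme. Substrate 4-methylumbelliferyl-alpha-D-pyranoside (400 uM) reacts 20 min at room temperature in pH 5.0 buffer; liberated 4-methylumbelliferone is read at 440 nm.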
GAA spleen mod – inhibitors or activators of human alpha-glucosidase in spleen homogenate | P10253 | AID 2112 | Potency, µM (top dose mostly 79.9 µM), for the others: top-dose activity change, negative = inhibition, most hits filed as inhibitors | 0.006% of 240,000 active | human spleen homogenate, 4-MU-alpha-glucoside fluorescence;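 also: 0% = enzyme with vehicle and -100% = no enzyme basal signal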
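Compounds were titrated against alpha-glucosidase in spleen homogenate at pH 5.0, with 1 mM 4-methylumbelliferyl substrate for 40 min at 37 C. Reactions were quenched with pH 10 NaOH/glycine and fluorescence measured.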
GLA spleen mod – inhibits or activates alpha-galactosidase in human spleen homogenate; P06280; human spleen homogenate, 4MU-alpha-Gal fluorescence, 40 min; Potency, µM (series often up to 80 µM), for the others: at the highest dose activity change, negative = inhibition, hits mostly inhibitors; 0.008% of 240,000 active;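 also: 0% = enzyme with vehicle and -100% = no enzyme basal signal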
Target sequence (P06280 32-429 limits assumed): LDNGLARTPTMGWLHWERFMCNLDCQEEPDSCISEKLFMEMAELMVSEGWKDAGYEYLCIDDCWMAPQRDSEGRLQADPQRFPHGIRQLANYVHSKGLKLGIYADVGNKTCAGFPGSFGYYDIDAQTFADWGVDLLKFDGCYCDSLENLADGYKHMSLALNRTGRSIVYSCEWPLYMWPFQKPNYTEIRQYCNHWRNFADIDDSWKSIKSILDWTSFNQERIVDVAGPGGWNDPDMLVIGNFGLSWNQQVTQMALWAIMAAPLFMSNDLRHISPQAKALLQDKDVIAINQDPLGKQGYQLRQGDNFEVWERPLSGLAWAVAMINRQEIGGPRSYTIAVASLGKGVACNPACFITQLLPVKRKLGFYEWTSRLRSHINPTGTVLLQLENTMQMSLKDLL
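Human spleen homogenate (1 ug) was the enzyme source, with 4-methylumbelliferyl-alpha-D-galactopyranoside (1 mM final) in pH 5.0 citrate buffer with 0.01% Tween-20. Compounds were titrated; after 40 min at 37C, NaOH/glycine stop, 4-MU fluorescence read; AC50 from Hill fits.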
GAA glycogen – GAA glycogen-cleavage inhibition or activation | 0.38% of 300,000 active | recombinant GAA, glycogen substrate, Amplex Red glucose oxidase fluorescence | Potency, µM (highest dose often 76.4 µM), for the others: top-dose activity change, negative = inhibition, usual class: inhibitors | P10253;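 also: 0% = full enzyme reaction and -100% = no-enzyme basal signal; the screen sought inhibitors and activators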
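Recombinant human alpha-glucosidase (4 nM final) hydrolysed bovine liver glycogen (30 ug) for 40 min at 37 C in pH 5.0 citrate/phosphate with 0.01% Tween-20. Released glucose detected by glucose oxidase/Amplex Red, Ex 573/Em 610 nm. Compounds up to 77 uM; AC50 from Hill fits.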
The depositor's hits bear a star; ? = inconclusive; · = no result given; [ ] = dose if it differs, or a comment. Unless noted, calls follow the shape of the dose curve; as a rule, active = well fitted curve in the direction sought with a large enough effect; inconclusive = small, poorly fitted or top-dose-only effect, or another doubt; inactive = no such curve, though single readings can be large; an effect the other way counts as inactive or inconclusive. Potency is read from the fitted curve at half-maximal effect.

Start of the data: the first four compounds (preview)
Results follow in this order: GLA spleen mod | ALDH1A1 block | GAA inh | GAA spleen mod | Tau fluor cs | NPSR antagonist | Epigenetic derep | GAA glycogen
Cc1ccc(NC(=S)NCCN2CCOCC2)cc1
 : 2% | 3% | 6% | -10% | -2% | -10%[46.1 µM] | -0.9% | 6%
O=C(c1ccc(NC(=O)C2(c3ccccc3)CCCC2)cc1)N1CCOCC1
 : 0% | · | · | -1% | -30% | -6% | -1.0% | 1%
CCOc1cc(CN2CCN(c3cccc(C(F)(F)F)c3)CC2)ccc1OC
 : 7% | ? | -11% | -10% | -19% | ? | -4.5% | -5%
COCCn1c(SCc2nnc(-c3ccc(OC)c(OC)c3)o2)nnc1-c1ccncc1
 : 6% | · | · | 4% | -11% | 9% | -2.7% | 0%

The whole of this part (from the top)
Results follow in this order: GLA spleen mod | ALDH1A1 block | GAA inh | GAA spleen mod | Tau fluor cs | NPSR antagonist | Epigenetic derep | GAA glycogen
Cc1ccc(NC(=S)NCCN2CCOCC2)cc1
 : 2% | 3% | 6% | -10% | -2% | -10%[46.1 µM] | -0.9% | 6%
O=C(c1ccc(NC(=O)C2(c3ccccc3)CCCC2)cc1)N1CCOCC1
 : 0% | · | · | -1% | -30% | -6% | -1.0% | 1%
CCOc1cc(CN2CCN(c3cccc(C(F)(F)F)c3)CC2)ccc1OC
 : 7% | ? | -11% | -10% | -19% | ? | -4.5% | -5%
COCCn1c(SCc2nnc(-c3ccc(OC)c(OC)c3)o2)nnc1-c1ccncc1
 : 6% | · | · | 4% | -11% | 9% | -2.7% | 0%
COC(=O)c1c(C)oc(C)c1S(=O)(=O)NCC1CC1
 : 6% | · | · | 5% | -13% | 10% | -0.1% | 1%
c1cncc(-c2noc(-c3ccco3)n2)c1
 : 9% | ? | 3% | -6% | 0% | -10%[46.1 µM] | 1.3% | 25%
CCCOC(=O)c1ccc(S(N)(=O)=O)o1
 : 2% | 2% | 2% | -10% | 5% | 22% | 1.0% | -6%
COC(=O)c1c(CSc2ccc(Cl)cc2)noc1C(=O)NCc1ccco1
 : -5% | ? | -3% | -5% | -23% | -23%[46.1 µM] | -1.0% | -18%
COc1cc(C(=O)OC2CCN(C)CC2)cc(OC)c1OC
 : 1% | -1% | 0% | 0% | 2% | 2%[46.1 µM] | -1.0% | 2%
O=C(O)Cc1csc(-c2ccc(F)cc2)n1
 : 5% | 13% | 6% | 8% | -3% | 2% | -2.6% | -7%
O=C(CC1(c2ccc(Cl)cc2)C2CC3CC(C2)CC1C3)NCCO (configuration not stated)
 : -5% | 13µM* | -6% | · | -3% | -9% | -2.2% | 11%
CCc1ccc(C(=O)NC2CCCCC2)s1
 : 1% | 7% | 4% | -2% | 5% | 4%[46.1 µM] | 0.0% | 1%
Cc1ccsc1C(=O)OCC(=O)N1CCc2ccccc2C1
 : -2% | ? | 1% | -2% | -8% | -2% | 2.2% | 3%
C=C(C)CSc1nc2ccccc2c(=O)n1-c1c(C)n(C)n(-c2ccccc2)c1=O
 : 5% | 7% | -3% | -6% | 5% | -15% | -0.8% | 8%
CC(=O)Nc1ccc(N/C=C/C(=O)c2ccco2)cc1
 : -2% | 4.5µM* | -6% | -3% | -18% | 2%[46.1 µM] | -2.1% | -7%
C/C(Cl)=C\Cn1c(N2CCCCCC2)nc2c1c(=O)n(C)c(=O)n2C
 : 5% | 3.5µM* | 11% | 3% | -6% | -27%[46.1 µM] | -1.0% | 4%
O=C(CN1CCCCC1)N1CCN(S(=O)(=O)c2ccccc2)C1
 : 16% | -7% | -6% | -2% | -10% | 13% | -2.9% | 6%
CCCc1nc2ccccc2c(C(=O)OCC(=O)N2CCc3ccccc32)c1CC
 : -10% | -7% | ? | -2% | -14% | -17%[46.1 µM] | 0.0% | 1%
Cc1sc2ncn(CC(=O)NCCc3ccccc3)c(=O)c2c1C
 : -13% | 2% | -12% | -5% | 2% | -4%[46.1 µM] | 0.5% | 3%
Cn1c2ccccc2c2cc(C(=O)OCC(=O)N3CC(=O)Nc4ccccc43)sc21
 : 11% | ? | -5% | 6% | ? | -13%[46.1 µM] | 1.0% | 2%
COc1cc(C(=O)OCC(=O)N(C)Cc2ccccc2)cc(OC)c1OC
 : -3% | 2% | -7% | -6% | 1% | -2%[46.1 µM] | -0.8% | -1%
Cc1nc2[nH]c(=O)c3c(n2n1)NC1=C(C(=O)CC(C)(C)C1)C3c1ccccc1 (configuration not stated)
 : 6% | ? | ? | -6% | -10% | -18%[46.1 µM] | -0.9% | 4%
COc1ccc(Cc2n[nH]c(=S)n2NC(=O)Nc2ccc(C)cc2)cc1
 : -2% | ? | 7% | -1% | -15% | 9% | 2.8% | -3%
COc1cccc(-c2cc(C(=O)Nc3ccc([N+](=O)[O-])cn3)c3ccccc3n2)c1
 : 11% | 0% | ? | -19% | ? | -2% | -3.2% | -3%
COc1ccc(/C(C)=N/OCC(=O)Nc2nc3ccccc3s2)cc1OC
 : 9% | ? | -1% | 0% | ? | 11% | -1.8% | -6%
COC(=O)C(C(=O)Nc1cccc(C)n1)C1CCCCCC1 (configuration not stated)
 : -1% | -3% | -26% | -4% | -7% | -2%[46.1 µM] | -0.9% | -1%
C/C(CCc1ccccc1)=N\NC(=O)c1ccc(CN2CCOCC2)cc1
 : 0% | 25µM* | ? | -1% | 4% | 6% | -0.2% | -11%
COc1ccc(-c2cc(C(F)F)n3ncc(C(=O)Nc4c(C)n(C)n(-c5ccccc5)c4=O)c3n2)cc1
 : 2% | 6% | 2% | -2% | 0% | 18% | 0.1% | 0%
CCN(CCCNC(=O)CC(C(=O)N1CCc2ccccc21)n1ccnc1)c1ccccc1 (configuration not stated)
 : -6% | -3% | -3% | -5% | -15% | -21%[46.1 µM] | -1.0% | 1%
CCOC(=O)C1CCCN(CCC(=O)Nc2cc(C)cc(C)c2)C1 (configuration not stated)
 : -2% | 3% | -7% | 0% | 3% | 0% | 1.4% | -5%
Cc1c(Cl)cccc1NC(=S)N(CCN(C)C)C(C)c1ccccn1 (configuration not stated)
 : 1% | -1% | -11% | 9% | -10% | 0% | 1.1% | -4%
COC(=O)c1ccc(OCc2cc(=O)n3ccsc3n2)cc1
 : -4% | -3% | -1% | -5% | -1% | -15% | -1.0% | 11%
Clc1ccccc1Sc1ccc(-c2ccccn2)s1
 : 8% | ? | 0% | 3% | ? | ? | 1.0% | -8%
CCOC(=O)c1c2ccc(OCC(=O)N/N=C/c3ccccc3C(F)(F)F)cc2n2ccccc12
 : 13% | ? | 4% | -1% | -12% | 14%[46.1 µM] | 2.2% | 4%
O=C(COC(=O)CCCSc1nc2ccccc2[nH]1)Nc1cccc(F)c1
 : -7% | 3% | -1% | -4% | ? | -27%[46.1 µM] | 0.0% | 3%
O=C(c1cccnc1)C1CCCN(Cc2nc(Cc3ccccc3)no2)C1 (configuration not stated)
 : 7% | -5% | -3% | 8% | -5% | -1% | -1.2% | -6%
Cc1nc2ccccc2c(=O)n1NC(=O)/C=C/c1ccccc1Cl
 : 1% | 14% | 4% | 0% | -10% | 18% | -0.9% | 8%
CC1CC2=C(C(=O)O1)C(C)Nc1ccccc1N2 (configuration not stated)
 : 9% | 5% | -3% | 2% | 7% | -3% | 0.0% | -13%
Cc1cc(C)cc(N2CCCn3c2nc2c3c(=O)n(CCN3CCOCC3)c(=O)n2C)c1
 : -1% | -2% | -3% | -14% | -1% | -3%[46.1 µM] | 0.0% | 2%
Cc1ccc(-c2nnn(CC(=O)N(Cc3ccc(F)cc3)C(C(=O)NC3CCCC3)c3ccncc3)n2)o1 (configuration not stated)
 : 3% | ? | 5% | -5% | -5% | -30%[46.1 µM] | ? | -7%

Just GLA spleen mod, ALDH1A1 block and GAA spleen mod, for some of the entries so far:
| Structure | GLA spleen mod | ALDH1A1 block | GAA spleen mod |
| --- | --- | --- | --- |
| CC1CC2=C(C(=O)O1)C(C)Nc1ccccc1N2 (configuration not stated) | 9% | 5% | 2% |
| Clc1ccccc1Sc1ccc(-c2ccccn2)s1 | 8% | ? | 3% |
| Cc1nc2ccccc2c(=O)n1NC(=O)/C=C/c1ccccc1Cl | 1% | 14% | 0% |
| Cc1c(Cl)cccc1NC(=S)N(CCN(C)C)C(C)c1ccccn1 (configuration not stated) | 1% | -1% | 9% |
| Cc1ccc(-c2nnn(CC(=O)N(Cc3ccc(F)cc3)C(C(=O)NC3CCCC3)c3ccncc3)n2)o1 (configuration not stated) | 3% | ? | -5% |

The listing continues:
Results follow in this order: GLA spleen mod | ALDH1A1 block | GAA inh | GAA spleen mod | Tau fluor cs | NPSR antagonist | Epigenetic derep | GAA glycogen
Cc1c(C(=O)OCCOC(C)C)[nH]c2c1C(=O)CC(c1ccco1)C2 (configuration not stated)
 : 6% | 25µM* | 0% | 7% | -8% | 22% | -1.0% | -5%
Cc1[nH]n(-c2ccccc2)c(=O)c1C=Nc1cccc2cccnc12
 : 8% | -10% | -3% | -11% | ? | -5% | 1.5% | 3%
CC(C)(C)NC(=O)CN(Cc1cccs1)C(=O)c1csnn1
 : 5% | 3% | 3% | -2% | -9% | -8%[46.1 µM] | 2.4% | 3%
CCOc1ccc(C(=O)NC(=S)N2CCN(c3ccc(C(F)(F)F)cc3[N+](=O)[O-])CC2)cc1
 : 29% | ? | 0% | 2% | 3% | 21% | 1.5% | 0%

Compound activity (PubChem)

The list is partial; count on the stated rates, not on these rows.
